Compound activity (PubChem BioAssay)
PfM18AAP inh = PfM18AAP enzyme inhibition | hit rate 1.2% among 290,000 | inhibition, % at 7.35 µM | recombinant PfM18AAP, H-Glu-NHMec fluorogenic cleavage | AID 1822;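 active = inhibition above the campaign mean inhibition over all tested compounds plus 3 SD, cut at about 28% in these data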;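 note: 0% = plate median of test compound wells and 100% = 2 mM ZnCl2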
GalR3 antag = human GalR3 antagonism; O60755; HEK293 GalR3-CNG cAMP membrane potential fluorescence; galR3 body fused to GalR1 C-terminus; inhibition, % at 3 µM; hit rate 0.44% among 360,000;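 active = inhibition above the screen-wide average plus 3 SD, cut at about 13% in these data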;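 note: forskolin and galanin both at EC90 stimulate the cells; cAMP rise reported by CNG channel membrane potential dye signal; 0% = forskolin plus galanin with DMSO and 100% = forskolin alone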
Target sequence (O60755 1-299 limits assumed): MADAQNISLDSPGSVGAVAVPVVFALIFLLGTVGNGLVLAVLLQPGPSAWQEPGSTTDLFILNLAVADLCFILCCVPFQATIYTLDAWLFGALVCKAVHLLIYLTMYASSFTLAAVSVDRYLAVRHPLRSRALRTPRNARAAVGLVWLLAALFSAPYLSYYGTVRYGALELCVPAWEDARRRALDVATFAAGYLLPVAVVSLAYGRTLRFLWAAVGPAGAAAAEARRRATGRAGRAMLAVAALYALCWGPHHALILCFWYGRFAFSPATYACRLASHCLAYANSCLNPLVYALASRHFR
MEKK2mut PB1 HTS = signal of MEK5 binding to mutant human MEKK2 PB1 domain; hit rate 0.35% among 290,000; percent response, % at 10 µM; bead flow cytometry, Alexa488-MEK5 binding to MEKK2 mutant; AID 1530; in the data active = percent response above about 24%, passing the limit was not always enough; note: inactives centre near 1; some results filed as inactive read as strong as hits
OXTR agonist = human OXTR agonism; P30559; activation, % at 3 µM; hit rate 0.32% among 320,000; CHO-OTR cells, Fluo-8 calcium fluorescence; normalized: DMSO 0%, oxytocin 100%;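 active = activation above the mean of all tested compounds plus 3 SD, cutoff set per screening run, cut at about 20% in these data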;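 note: peak over basal fluorescence ratio from a 100 s FLIPR kinetic read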
OXTR potentiator = potentiators of human oxytocin receptor; AID 2445; P30559; CHO-OTR cells, Fluo-8 calcium fluorescence, potentiator mode; 0% = oxytocin EC15, 100% = EC100; activation, % at 3 µM; hit rate 0.061% among 320,000;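 active = activation above that plate's cutoff, the mean activation of tested compounds plus 3 SD, cut at about 6.6% in these data, passing the limit was not always enough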;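 note: 100% uses oxytocin at 75 nM as the full agonist control; some results filed as inactive read as strong as hits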
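Material: human OTR in CHO cells. Compound: 3.0 µM, one dose. Timing: compound 6 min at room temperature before oxytocin, 100 s read. Evaluation: % activation of max/min ratio relative to oxytocin controls. Replication: single well per compound, singlicate. Signal: Fluo-8 calcium dye fluorescence.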
NALP1 yeast inh = blocks the NALP1 inflammasome reconstituted in yeast; inhibition, % at 10 µM; S. cerevisiae NALP1/ASC/caspase-1 growth, X-gal OD620, 72 h; hit rate 0.61% among 280,000; AID 2071; in the data active = inhibition mostly above about 24%, no sharp cut-off; inactive = mostly below about 32%; note: some compounds called inactive have numbers as strong as hits
MEKK2 WT-MEK5 = raises or lowers MEK5 binding to wildtype human MEKK2 PB1 domain. Q9Y2U5. bead flow cytometry, Alexa488-MEK5 binding to MEKK2 WT; actives lie on both sides. binding response (% of control), % at 10 µM. hit rate 1.1% among 290,000; in the data active = binding response below about 67% or above about 130%
GPR7 antag = human neuropeptides B/W receptor 1 antagonism | GPR7-expressing cells, fluorescence antagonist assay | inhibition, % at 4.4 µM | hit rate 1.1% among 290,000; in the data active = inhibition above about 16%, passing the limit was not always enough;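 note: cells stimulated with the agonist NPW; 0% = agonist with vehicle and 100% = vehicle without agonist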
Target sequence (P48145 whole entry, looked up): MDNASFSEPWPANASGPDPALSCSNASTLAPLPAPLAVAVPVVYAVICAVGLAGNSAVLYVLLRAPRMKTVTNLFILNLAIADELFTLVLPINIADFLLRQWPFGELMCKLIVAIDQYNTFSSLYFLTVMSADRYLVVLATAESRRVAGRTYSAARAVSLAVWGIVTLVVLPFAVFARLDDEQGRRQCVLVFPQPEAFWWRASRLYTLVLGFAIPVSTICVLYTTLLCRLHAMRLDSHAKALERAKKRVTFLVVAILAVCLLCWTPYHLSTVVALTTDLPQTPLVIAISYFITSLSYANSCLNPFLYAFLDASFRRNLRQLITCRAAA
V1R ag counter = counter-screen for oxytocin receptor agonists: human V1a receptor agonists; activation, % at 3 µM; hit rate 0.25% among 320,000; CHO-V1R cells, Fluo-8 calcium fluorescence, agonist mode; 0% DMSO, 100% 3 nM vasopressin;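 active = activation above the mean activation of all tested compounds plus 3 SD, per screening run, cut at about 20% in these data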;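 note: signal is peak over basal fluorescence ratio across a 100 second FLIPR read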
Target sequence (P37288 whole entry, looked up): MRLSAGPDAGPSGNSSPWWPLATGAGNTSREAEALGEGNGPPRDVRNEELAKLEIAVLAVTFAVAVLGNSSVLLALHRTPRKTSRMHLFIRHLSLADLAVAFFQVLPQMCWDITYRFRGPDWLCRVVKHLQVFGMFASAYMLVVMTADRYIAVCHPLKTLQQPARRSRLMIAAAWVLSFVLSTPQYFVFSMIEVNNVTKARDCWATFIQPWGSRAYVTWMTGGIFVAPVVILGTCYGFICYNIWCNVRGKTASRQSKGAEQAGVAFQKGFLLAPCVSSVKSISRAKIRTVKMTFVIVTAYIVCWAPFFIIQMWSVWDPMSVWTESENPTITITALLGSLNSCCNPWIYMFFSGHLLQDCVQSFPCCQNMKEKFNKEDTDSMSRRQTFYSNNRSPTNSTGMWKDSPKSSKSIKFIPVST
* = called active by the depositor; / = not tested or not shown.

SMILES | PfM18AAP inh | GalR3 antag | MEKK2mut PB1 HTS | OXTR agonist | OXTR potentiator | NALP1 yeast inh | MEKK2 WT-MEK5 | GPR7 antag | V1R ag counter
O=C(O)Cc1ccc(NC(=O)COc2ccc3ccccc3c2)cc1 | 2 | 0 | -1 | 0.8 | -3 | 12 | 99 | -10 | 0.7
Clc1nssc1=Nc1ccc(Br)cc1 | 20 | -3 | -11 | / | / | 9 | 89 | -8 | /
CSc1ccccc1NC(=O)Cc1ccccc1 | -4 | 6 | -2 | -0.7 | 2 | 4 | 95 | -11 | 0.1
COc1ccc(CCNC(=O)C2CCN(S(=O)(=O)N3CCC(C)CC3)CC2)cc1OC | 1 | -1 | 1 | 0.9 | -5 | 13 | 98 | -16 | 1.4
CCN(CC(=O)Nc1ccc2c(c1)OCCO2)C(=O)CCOc1ccccc1 | / | 2 | / | -0.6 | 0 | / | / | / | 0.7
Cc1ccc(-c2nc(CS(=O)(=O)CC(=O)NCCCN3CCOCC3)c(C)o2)cc1 | -3 | 1 | 0 | 1.0 | -9 | 31 | 98 | -7 | 1.1
CN(C)c1ccc(-c2nnn(CC(=O)N3c4ccccc4CCc4ccccc43)n2)cc1 | 1 | 0 | 0 | -0.2 | -13 | 16 | 93 | -2 | 0.8
COCc1cc(=O)n2[nH]c(-c3ccco3)cc2n1 | -3 | -6 | 1 | -0.4 | -10 | -10 | 100 | -6 | -0.2
Cc1ccc(/C=C2\SC(=S)N(CCCC(=O)Nc3cccnc3)C2=O)cc1 | 0 | / | -9 | 2.3 | -17 | 19 | 94 | -14 | 7.6
CCCC(C)NC(=O)c1cccc(Oc2ccccc2)c1 (configuration not stated) | -1 | -2 | -15 | -0.8 | -10 | 11 | 80 | -19 | -1.7

Quoted at random: 3 entries already listed.
SMILES | PfM18AAP inh | GalR3 antag | MEKK2mut PB1 HTS | OXTR agonist | OXTR potentiator | NALP1 yeast inh | MEKK2 WT-MEK5 | GPR7 antag | V1R ag counter
COCc1cc(=O)n2[nH]c(-c3ccco3)cc2n1 | -3 | -6 | 1 | -0.4 | -10 | -10 | 100 | -6 | -0.2
Cc1ccc(/C=C2\SC(=S)N(CCCC(=O)Nc3cccnc3)C2=O)cc1 | 0 | / | -9 | 2.3 | -17 | 19 | 94 | -14 | 7.6
Cc1ccc(-c2nc(CS(=O)(=O)CC(=O)NCCCN3CCOCC3)c(C)o2)cc1 | -3 | 1 | 0 | 1.0 | -9 | 31 | 98 | -7 | 1.1

The list continues.
SMILES | PfM18AAP inh | GalR3 antag | MEKK2mut PB1 HTS | OXTR agonist | OXTR potentiator | NALP1 yeast inh | MEKK2 WT-MEK5 | GPR7 antag | V1R ag counter
c1ccc(-c2nn3c(C4CCCCC4)nnc3s2)cc1 | -1 | 0 | -4 | -1.5 | -13 | 11 | 99 | 6 | -1.4
CN(C)CCNC(=O)c1cc(Sc2ccc(F)cc2)nc2ccccc12 | -12 | / | -3 | 3.8 | -8 | -21 | 102 | 12 | 0.6
CCC(C)c1ccc(O)c(NC(=S)NC(=O)c2cccnc2)c1 (configuration not stated) | 19 | -6 | -1 | 3.0 | -18 | -8 | 101 | 20 | 5.0
Cc1ccc(N2C(=O)c3ccccc3C2=O)cc1Cl | -4 | -1 | 4 | -2.0 | 0 | 9 | 99 | -1 | -0.8
Oc1ccc(N=Cc2cc(Br)c(N3CCOCC3)o2)cc1 | 16 | -5 | -2 | 1.3 | 6 | 19 | 93 | -1 | 0.6
NC(=O)c1nnn(-c2ccccc2)c1N | 10 | -1 | -10 | -0.3 | -3 | -18 | 90 | 1 | 0.2
CSc1ccccc1NC(=O)COc1ccc(S(=O)(=O)N2CCCC2)cc1 | 0 | -4 | -9 | -1.5 | -1 | -9 | 76 | -20 | -1.1
CC1=C(C#N)S(=O)(=O)C(C#N)C(c2ccccc2)C1 (configuration not stated) | -4 | -4 | 3 | 0.8 | -6 | / | 101 | -11 | 0.1
COCCNc1c2c(c(C#N)c3nc4ccccc4n13)CCCC2 | 5 | 2 | -15 | -2.5 | -6 | 13 | 84 | -17 | -1.4
O=C(COc1ccccc1)Nc1cc(NC(=O)COc2ccccc2)cc(C(=O)O)c1 | 2 | -2 | 2 | 0.3 | -4 | -4 | 107 | -17 | 0.3
O=C(CNC(=O)c1ccccc1)NCc1ccc(Cl)cc1 | -5 | -2 | 3 | -0.9 | -6 | -1 | 105 | -4 | -0.2
CC(C)NCc1nnc(-c2ccc(Cl)cc2)o1 | -1 | -5 | -1 | 0.4 | -9 | 10 | 94 | -4 | -0.3
CCOc1cc([N+](=O)[O-])cc(/C=N/NC(=O)c2c(-c3ccccc3)noc2C)c1O | 11 | / | -5 | -0.7 | -1 | 4 | 98 | -15 | -1.4
Clc1ccccc1CN(Cc1ccccc1)C(c1cccs1)c1nnnn1C1CCCC1 (configuration not stated) | -10 | 1 | 0 | 4.5 | -12 | 11 | 90 | -9 | 0.6
CCOc1ccc(NC(=O)CC(NCc2ccccn2)C(=O)O)cc1 (configuration not stated) | 2 | -2 | 13 | -0.3 | -10 | 14 | 103 | -8 | 0.3
O=C(c1cccc(Oc2ccccc2)c1)N1CCN(c2ccccn2)CC1 | 0 | -2 | -7 | -1.5 | -13 | 11 | 84 | -8 | 1.7
CCOc1ccc(CCNc2cc(C)nc3ncnn23)cc1OCC | -8 | -1 | -3 | 2.2 | 0 | 20 | 104 | -6 | 2.4
CCOC(=O)Cc1csc(/N=C/c2c(O)n(-c3ccccc3C(F)(F)F)c(=O)c3ccccc23)n1 | 4 | 2 | 0 | 0.2 | -4 | 15 | 96 | -3 | 1.2
CC(C)c1cccc(C(C)C)c1NC(=O)Cn1c(=O)cnc2ccccc21 | 1 | -3 | 0 | -1.3 | -12 | 29 | 101 | 22* | -0.4
CC(C)C[C@@H](N)c1nnc(SCC(=O)c2ccc(Cl)cc2)o1 | 4 | -5 | 1 | -2.0 | -9 | 12 | 101 | 2 | -0.2
Cc1cc(C(=O)COc2ccc3ccc(=O)oc3c2)c(C)n1Cc1cccs1 | -7 | 10 | 0 | -0.8 | -6 | -1 | 105 | 0 | 0.1
CCN(CC)C(=O)Oc1ccc2c(=O)c(-c3ccc(OC)cc3)c(C)oc2c1 | -1 | -5 | 3 | -1.0 | -2 | 2 | 102 | -37 | -0.4
CC1CCN(c2nnc(-c3ccccc3)c3ccccc23)CC1 | 1 | -2 | -8 | -2.0 | -6 | 8 | 89 | -7 | -1.9
COc1ccc(NC2CCCN(C(=O)CCN3CCOCC3)C2)cc1 (configuration not stated) | 16 | -9 | 4 | 0.3 | 0 | -1 | 102 | -15 | 1.0
Cn1c(=O)c(C(=O)CN2CCN(S(=O)(=O)c3ccccc3)CC2)c(N)n(Cc2ccccc2)c1=O | -11 | -2 | -2 | 1.6 | -6 | 13 | 95 | -2 | 2.8
CCOC(=O)N1CCN(CC(O)COCCC23CC4CC(CC(C4)C2)C3)CC1 (configuration not stated) | -2 | -3 | 17 | 1.7 | -11 | -3 | 105 | 5 | 2.0
COc1ccc(S(=O)(=O)N2CCc3ccccc32)cc1C(=O)Nc1cccnc1 | -18 | -9 | -1 | 1.5 | -5 | 7 | 93 | -2 | 1.1
C[C@H](CO)N1C[C@H](C)[C@@H](CN(C)C(=O)Nc2ccc(C(F)(F)F)cc2)Oc2ccc(NS(=O)(=O)c3cccs3)cc2C1=O | / | -6 | / | 1.5 | 0 | / | / | / | 0.2
CC(=O)Nc1cccc(NC(=O)c2oc3ccccc3c2C)c1 | 2 | -2 | / | 3.5 | -6 | 37 | / | -11 | 1.8
CC(=O)Nc1ccc(SCC(=O)NC(=O)c2ccccc2Br)cc1 | / | -3 | / | 0.5 | -7 | / | / | / | -0.2
CCOC(=O)C1=C(C)NC(=O)NC1c1ccc2c(c1)OCCO2 (configuration not stated) | 1 | -4 | 8 | 0.1 | -5 | -2 | 103 | -12 | 0.8
CCCC(=O)Nc1nnc(SCC)s1 | 2 | -11 | -2 | 0.6 | 3 | 28 | 96 | 4 | 1.0
CCOC(=O)C1(CC/C(C)=N\NC(N)=O)CC(C)OC1=O (configuration not stated) | -1 | -7 | 0 | 1.5 | -1 | 26 | 98 | -6 | 0.9
COc1cc(OC)cc(C(=O)NCC(=O)OCC(=O)N2CCc3ccccc32)c1 | -1 | -5 | -7 | -1.2 | -5 | -2 | 95 | 2 | -0.7
CC1(CC(=O)N/N=C/c2cc3c(cc2Br)OCO3)OCCO1 | 3 | 0 | -2 | -0.2 | -4 | 5 | 100 | -7 | 0.6
COc1ccc([C@@H]2[C@@H]3C(=O)N(C(C)(C)C)C(=O)[C@@H]3[C@]3(Cc4ccc(Cl)cc4)C(=O)N(c4cccc(Br)c4)C(=O)N23)cc1 | -6 | 0 | -2 | 0.2 | -11 | 8 | 90 | -9 | 1.0
Oc1c(Br)cc(C2N=C(c3ccccc3Cl)NO2)cc1Br (configuration not stated) | 9 | -4 | 14 | 1.1 | -4 | -7 | 126 | -7 | 0.1
Cc1ccc(NC(=O)Nc2ccc3oc(C)nc3c2)cc1 | -24 | -6 | 7 | 1.0 | -12 | 12 | 107 | 13 | 2.6
O=C(COC(=O)/C=C/c1ccc(F)cc1)Nc1ccccc1-c1ccccc1 | 2 | -2 | -2 | -1.4 | -7 | -4 | 96 | -7 | 0.1
COCCNc1nnc(SCC(=O)N(C)c2c(N)n(Cc3ccccc3)c(=O)[nH]c2=O)s1 | / | 2 | / | 1.0 | 1 | / | / | / | 0.4
O=C1CCCN1CCCNS(=O)(=O)c1ccc(Br)s1 | -1 | -4 | 9 | 0.0 | 0 | 9 | 112 | -6 | -0.3
CCS(=O)(=O)N1Cc2ccccc2CC1C(=O)Nc1nc2ccc(F)cc2s1 (configuration not stated) | 0 | 0 | -2 | 1.6 | -1 | 27 | 102 | 4 | 1.7
COCCNC(=O)C1CCC(Cn2c(=S)[nH]c3ccccc3c2=O)CC1 (configuration not stated) | -3 | -2 | 3 | 0.6 | 0 | 9 | 107 | -3 | 0.9
Cc1ccc(NC(=O)COC(=O)CCNS(=O)(=O)c2ccc(C)c(C)c2)cc1 | -1 | -4 | -2 | 4.4 | -7 | 30 | 93 | 0 | 3.9
O=C1NC(c2ccc(-c3ccccc3[N+](=O)[O-])o2)C(C(=O)c2ccc(F)cc2)C(O)(C(F)(F)F)N1 (configuration not stated) | 6 | -5 | 8 | 6.5 | -4 | 22 | 91 | -8 | 3.6
Cc1c(C(=O)NCc2ccccc2Cl)oc2c1C(=O)CCC2 | 3 | / | 6 | / | / | 1 | 100 | 3 | /
COC1=C(Nc2ccc(C)cc2)C(=O)c2ccccc2C1=O | -13 | 1 | -3 | -1.6 | 3 | 34 | 91 | -8 | 1.6
Cc1ccc(C(=O)c2c(NC(=O)CSc3nnc(N)s3)sc3c2CCCC3)cc1 | -8 | -6 | -2 | -2.6 | -9 | 14 | 94 | -1 | 0.2
c1ccc(-c2ccccc2-n2cnnn2)cc1 | -10 | -3 | 5 | -0.6 | -12 | -4 | 102 | 0 | 0.5
COc1ccc(NC(=O)CSc2nnnn2-c2ccc(F)cc2)cc1 | -2 | -10 | 3 | 0.1 | -5 | 11 | 103 | -12 | 1.4
O=C(CSc1nnnn1-c1cccnc1)Nc1ccccc1F | 0 | -4 | -2 | 0.0 | 0 | 6 | 98 | -8 | 0.9

Not a hit list (roughly 4.1% active in at least one column).
